Screening data: PubChem BioAssay, several laboratories
Dynein cargo inh – dynein cargo transport inhibition; 3617.4 mouse cells, GR-EGFP nuclear translocation imaging; test concentration mostly 20 µM; stimulated with dexamethasone, 1 µM; stronger effect = lower value; z-score, hits read low; hit rate 0.47% among 220,000;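 active means plate z-score of nuclear minus cytoplasmic receptor signal below a set negative limit, without overly bright fluorescence or cell loss, cut at about -3.5 in these data, passing the limit was not always enough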;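 further: z-score of nuclear minus cytoplasmic ring GR-EGFP intensity difference per well; some compounds called inactive have numbers as strong as hits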
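medium = tetracycline-free induction medium containing charcoal-stripped FBS | also added = 1.0 µM final dexamethasone stimulus | schedule = 48 h induction, 1 h compound, 30 min dex at 37 °C | technique = fixed, Hoechst-stained cells imaged at 10x for EGFP | measure = GR-EGFP nuclear translocation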
MT stabilize HCS – stabilizes microtubules in HeLa cells; HeLa tubulin immunostaining HCS, 24 h; share of cells brighter than vehicle mean+2SD; % tubulin-high responders, % at 10 µM; hit rate 0.83% among 200,000;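 active means plate Z-score above 3 for both tubulin-high and condensed-nucleus cell shares, with cell loss under 80%, at 10 µM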;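 further: anti alpha tubulin signal scored within the nucleus-defined area of each cell; some results filed as inactive read as strong as hits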
Ins promoter up – MIN6 insulin promoter up-regulation | MIN6 insulin promoter-GFP reporter, high-content imaging; stronger effect = higher value | z-score at 5 µM | hit rate 0.3% among 190,000 | AID 1625;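 active means z-score above 3 at 5 µM with at least 500 cells counted in the well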
XIAP antagonists – XIAP antagonists, biochemical, IAP family, fluorescence polarization (AID 1018) | hit rate 0.007% among 200,000 | XIAP BIR domain, fluorescence polarization peptide displacement; higher % means a stronger effect | displacement, % at 20 µM; hits with a dose series show IC50 in µM; in the data active means displacement above about 50%; further: a part of the inactive calls stands beside numbers as strong as those of hits
Lipid droplet – modulators of hepatic lipid droplet formation | inhibition, % at 6.5 µM | AML12 mouse hepatocytes, oleate lipid droplets, BODIPY imaging | hit rate 0.4% among 240,000;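 active means lipid droplet intensity inhibited by at least 50%, with more than 500 cells counted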
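Assay system: AML12 mouse liver cells | Compound: 6.5 µM single-point dosing | Schedule: Overnight exposure | Technique: Fluorescence imaging, 20x objective, two fields per well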
ER stress rescue – protection against thapsigargin-triggered cell killing – 384-well, CSM14.1, ATP luminescence, primary screen (AID 1222) | CSM14.1 thapsigargin-induced death rescue, ATP luminescence; higher % means a stronger effect | cellular ATP content (survival), % at 20 µM; hits with a dose series show EC50 in µM | 190,000 tested, under 10 active;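 active means EC50 below 50 µM in the dose-response confirmation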;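 further: death triggered by thapsigargin at about 15 µM added after 2 h compound pretreatment; cell ATP read after overnight thapsigargin exposure of roughly 18 to 22 hours; normalized against plate controls of thapsigargin alone and 5% DMSO vehicle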
WT yeast gro inh – growth inhibition of WT yeast, mitochondrial fusion screen. mitochondrial fusion phenotypic screen, WT strain. inhibition, % at 10 µM. hit rate 2.1% among 190,000. AID 1362; in the data active means inhibition above about 58%; tested in S. cerevisiae
Autophagy mod – alters autophagy in cells; MEF GFP-LC3 puncta imaging; test concentration mostly 10 µM; calls only at 10 µM (by protocol); hit rate 0.98% among 190,000; AID 463193;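 active means percentage of spot-positive cells more than 3 SD above its plate mean, without a fluorescence outlier flag or 80% toxicity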;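 further: spot-positive cell cutoff set from DMSO-treated cells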
bCat nuc transl – modulators of beta-catenin nuclear translocation; hit rate 0.3% among 190,000; AID 1665; HeLa beta-catenin nuclear translocation, immunofluorescence imaging; nuclear translocation activity, % at 5 µM;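 active means nuclear translocation activity above 50% at 5 µM, with a well cell count of 50 or more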;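 further: per-cell ratio of nuclear to cytoplasmic median beta-catenin stain intensity; plate controls were DMSO negative control for no effect and GSK-3 inhibitor IX positive control for full effect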
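Read-out: Nuclear/cytoplasmic beta-catenin signal ratio, % activation | Assay system: Human HeLa cell line | Times: 24 h compound exposure at 37°C, 5% CO2 | Signal: Fluorescence imaging of beta-catenin antibody stain plus DAPI | Dosing: 5 µM primary, 0.02–20 µM confirmation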
WT yeast gro inh mutant strain – further read-out of WT yeast gro inh, marked with its call; inhibition, %; mitochondrial fusion phenotypic screen, mutant strain inhibition
Dynein cargo inh cytoplasmic EGFP – also measured in Dynein cargo inh; calls as there; z-score; measured here: cytoplasmic GR-EGFP intensity; stronger effect = higher value
Dynein cargo inh nuclear GR-EGFP – further read-out of Dynein cargo inh, marked with its call; z-score; measured here: nuclear GR-EGFP intensity;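 lower value marks the stronger effect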
Dynein cargo inh cell count – also measured in Dynein cargo inh; calls as there; z-score; measured here: cell count per field
Ins promoter up cell count – recorded beside Ins promoter up, whose call it bears; cell count; measured here: cytotoxicity, nuclei count;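 total cells summed across four imaged fields per well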
Lipid droplet cells 6.5 µM – further read-out of Lipid droplet, marked with its call; cell count; measured here: cell count, cytotoxicity flag;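 cells counted across two imaged fields per well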
bCat nuc transl cell count 5 µM – second read-out of bCat nuc transl, no call of its own (marks repeat the call); cell count; measured here: cell count, cytotoxicity flag
MT stabilize HCS Hoechst-high % – recorded beside MT stabilize HCS, whose call it bears; % Hoechst-high responders; measured here: nuclear condensation Hoechst responders;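 share of cells brighter than vehicle mean plus two SD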
MT stabilize HCS cytotoxicity % – further read-out of MT stabilize HCS, marked with its call; toxicity, %; measured here: cytotoxicity by cell density;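 0% = mean cell density of plate MIN control wells and 100% = no cells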
Autophagy mod cell loss 18 h – recorded beside Autophagy mod, whose call it bears; toxicity, %; measured here: cell loss, nuclei count;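 cell loss after 18 h compound exposure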
The depositor's hits bear a star; i = inactive; . = no result given.

SMILES	Dynein cargo inh	Dynein cargo inh cytoplasmic EGFP	Dynein cargo inh nuclear GR-EGFP	Dynein cargo inh cell count	MT stabilize HCS	MT stabilize HCS Hoechst-high %	MT stabilize HCS cytotoxicity %	Ins promoter up	Ins promoter up cell count	XIAP antagonists	Lipid droplet	Lipid droplet cells 6.5 µM	ER stress rescue	WT yeast gro inh	WT yeast gro inh mutant strain	Autophagy mod	Autophagy mod cell loss 18 h	bCat nuc transl	bCat nuc transl cell count 5 µM
O=C(CCSc1ccccc1)NC1CCCCCC1	-0.52	-0.32	0.056	0.58	7.4	2.8	7.1	-0.12	1492	-2.6%	2	763	-0.3%	-18	13	i	21	0.2	1446
N#CCO/N=C/C(=O)Nc1ccc(F)cc1F	0.79	-0.23	0.041	0.56	3.6	3.1	6.7	-0.65	1283	-3.1%	-10	719	-0.5%	0	0	i	-9	0.1	1513
Cc1onc(-c2ccccc2Cl)c1C(=O)Nc1nnc(-c2ccc(Br)cc2)s1	-0.27	-0.22	-0.14	0.18	4.5	2.7	7.5	2.4	1834	-8.6%	-3	675	-2.7%	68*	17*	i	1	0.1	963
Cc1cccc(C)c1OCc1nc2ccccc2c(=O)n1/N=C/c1c[nH]c2ccccc12	-0.48	-0.24	-0.39	0.017	3.5	2.9	2.5	0.04	1470	4.3%	30	641	-0.6%	21	8	i	-1	1.8	1078
CCN(C(=O)COC(=O)c1cncc(Br)c1)C1CCS(=O)(=O)C1 (stereo not drawn)	-0.64	-0.21	-0.53	0.84	1.3	2.7	10	0.24	1294	-7.8%	5	770	-0.6%	-4	4	i	-9	-2.3	1124
Cc1cc(NCCO)c2cc(O)ccc2n1	-0.23	-0.17	0.11	0.66	1.7	1.0	1.9	-0.39	1015	-8.7%	9	754	4.6%	11	19	i	31	-3.6	1206
COc1ccc(/C=C2/SC(=O)N(CCC(=O)Nc3ccc(C)cc3)C2=O)cc1OC	0.46	0.043	0.46	-1.4	8.5	4.2	6.9	-0.07	1397	-10%	2	688	3.1%	-13	-7	i	9	4.3	1080
CCCc1cc(C(=O)Nc2cc(Br)ccc2O)no1	-0.9	-0.19	-0.38	1.3	2.0	2.3	5.9	0.26	2162	-3.7%	22	558	-2.9%	14	-6	i	-9	-0.3	1202
O=C1CC(C(=O)Nc2ccccc2)C2(CCCCC2)O1 (stereo not drawn)	-0.22	-0.26	0.043	0.17	2.0	1.7	4.7	.	.	-16%	12	810	-0.1%	-53	-9	i	-2	.	.
COc1ccccc1/C=C\C=N\n1c(-c2ccc(Cl)cc2)n[nH]c1=S	-0.33	-0.29	-0.22	0.82	2.0	4.3	0.6	0.23	1284	-4.5%	1	700	-1.1%	26	-6	i	7	2.2	951
O=C(NCc1ccco1)C1Cc2ccccc2CN1C(=O)c1ccco1 (stereo not drawn)	1	-0.22	0.7	-0.65	2.7	2.9	7.1	-0.06	1408	-1.4%	-2	696	-1.0%	-3	0	i	-4	1.3	1052
CC(C)(C)NC(=O)CSc1nc2[nH]ncc2c(=O)[nH]1	-0.49	-0.19	-0.12	0.65	1.3	1.8	6.5	0.65	1274	-4.4%	25	706	.	2	9	i	-33	-2.8	1104

3 entries from above, arranged by their value in Dynein cargo inh, descending:
SMILES	Dynein cargo inh
O=C1CC(C(=O)Nc2ccccc2)C2(CCCCC2)O1 (stereo not drawn)	-0.22
Cc1cccc(C)c1OCc1nc2ccccc2c(=O)n1/N=C/c1c[nH]c2ccccc12	-0.48
O=C(CCSc1ccccc1)NC1CCCCCC1	-0.52

Additional compounds follow.
SMILES	Dynein cargo inh	Dynein cargo inh cytoplasmic EGFP	Dynein cargo inh nuclear GR-EGFP	Dynein cargo inh cell count	MT stabilize HCS	MT stabilize HCS Hoechst-high %	MT stabilize HCS cytotoxicity %	Ins promoter up	Ins promoter up cell count	XIAP antagonists	Lipid droplet	Lipid droplet cells 6.5 µM	ER stress rescue	WT yeast gro inh	WT yeast gro inh mutant strain	Autophagy mod	Autophagy mod cell loss 18 h	bCat nuc transl	bCat nuc transl cell count 5 µM
COc1ccc(Cn2cnc3c(N)c(C)c(C)cc32)cc1	0.4	-0.3	0.24	-0.19	1.5	2.1	5.8	1	1221	-0.2%	.	.	0.1%	-12	6	i	0	1.6	1077
O=C(CNC(=S)N(Cc1ccccc1)Cc1ccccc1F)NCCc1ccc(Cl)cc1	2.2	-0.16	0.74	-1	2.8	2.7	12	-1.6	1122	-9.1%	16	709	.	75*	0.5*	i	-10	-0.8	1073
COc1cc(NC(C)=O)ccc1-c1cc2ccccc2oc1=O	1.3	-0.29	0.31	-0.17	1.1	1.2	5.1	0.7	1737	-3.9%	6	720	-1.3%	2	14	i	-2	1.4	1526
COc1ccc(-c2nnc3sc(CCN4C(=O)c5ccccc5C4=O)nn23)cc1	0.32	-0.32	-0.02	0.47	2.7	2.9	9.1	1	1142	2.1%	.	.	.	3	7	i	13	-0.1	1091
Cc1cccc(NC(=O)C2C3CCC4C(CCC32)C4(Cl)Cl)c1 (stereo not drawn)	-0.56	-0.32	-0.42	0.54	1.3	4.1	6.8	-0.3	1455	-6.6%	-17	675	-2.0%	2	8	i	-7	.	.
COc1ccc(-n2c(SCC3OCCO3)nc3c(sc(=S)n3-c3ccccc3)c2=O)cc1OC	-0.11	-0.3	-0.086	0.5	1.7	1.2	13	0.12	1263	1.3%	-23	756	-0.4%	4	7	i	19	-1.6	1132
O=C(NCCc1ccccc1)C1c2ccccc2C(=O)N1Cc1cccs1 (stereo not drawn)	-0.29	-0.35	-0.1	0.83	2.5	2.3	7.4	-0.1	1095	-7.7%	-7	608	-0.6%	-2	3	i	25	0.1	1095
Cc1ccc(S(=O)(=O)N(C)C)cc1-n1c(SCC(=O)N(C)C)nc2ccccc2c1=O	1.6	-0.34	1	-0.82	3.1	1.0	19	0.01	1425	-1.5%	0	693	0.0%	6	3	i	5	-1.7	1132
CCC(=O)Nc1ccc2nc(C3CC3)n(Cc3ccccc3)c(=O)c2c1	-0.52	-0.18	-0.38	0.75	1.3	1.6	8.1	-0.12	1355	-2.6%	1	764	-4.0%	7	20	i	-6	-2.6	1158
CCOc1ccc(/C=C2/C(=O)N(c3ccc(OC)cc3)C(=S)N2CC(=O)OC)cc1OCC	-2.3	0.0042	-1.8	1.1	3.4	1.6	0.4	.	.	-13%	-11	735	-0.4%	4	5	i	-15	-1.4	1103
O=C1N=C(c2ccccc2)C(c2ccccc2)N1 (stereo not drawn)	-0.21	-0.13	0.22	-1.1	5.3	3.4	9.2	-0.25	1583	-0.8%	.	.	1.4%	1	-1	i	16	-5.4	925
Cc1ccc(CCNC(=O)c2nnn(-c3cccc(C)c3)c2N)cc1	-0.81	-0.21	-0.2	0.84	5.2	4.0	10	0.16	1688	-6.3%	-8	666	-3.7%	14	5	i	8	1.2	1048
CCOc1ccc(-n2nc3c(Cl)nnc(C)c3c2C)cc1	-2.1	0.14	-1.1	0.52	4.1	2.5	2.7	-0.04	1225	4.9%	-37	670	-0.6%	-6	-5	i	-2	1.0	528
CCOC(=O)N1CCC(N(CCOC)C(=O)Nc2ccc(C)c(C)c2)CC1	-1.3	-0.24	-1.2	2.2	2.9	1.7	8.8	-1.3	1233	-2.9%	.	.	-1.2%	15	3	i	-3	0.9	1363
CCOC(=O)C1CCCN(C(=O)/C=C/c2ccc(Cl)cc2)C1 (stereo not drawn)	-0.19	-0.33	0.66	-0.78	1.1	1.0	6.6	-0.3	1625	-4.5%	11	704	-0.8%	21	7	i	15	-1.1	1059
O=C(NCc1ccc(Cl)cc1)C1CCN(S(=O)(=O)N2CCOCC2)CC1	-0.9	-0.25	-0.73	0.9	2.2	2.1	10	-0.67	1068	-4.3%	8	726	-1.1%	0	2	i	-10	0.9	1061
O=C(CSc1nc2ccccc2c2nc3ccccc3n12)NCc1ccco1	-1.2	-0.21	-0.53	0.46	2.8	5.7	2.5	-0.11	1183	-4.9%	-1	676	-2.2%	-14	-4	i	-2	2.9	816
CC(Oc1ccccc1)C(=O)NNC(=O)c1ccccn1 (stereo not drawn)	0.81	-0.028	0.073	-0.17	1.5	3.6	11	0.11	1297	0.3%	0	650	-3.2%	2	-12	i	9	0.7	501
COc1ccc(C(=O)CSc2nnc(C(CO)NC(=O)c3ccc(OC)cc3)n2C)cc1 (stereo not drawn)	-0.22	-0.18	0.27	-0.96	2.8	1.5	6.3	-0.08	1269	-6.6%	2	779	-3.1%	2	-7	i	-6	0.0	1194
O=c1cnnc(Nc2ccc(Cl)c(C(F)(F)F)c2)[nH]1	0.31	-0.044	0.31	-0.58	3.8	1.1	13	.	.	-8.0%	-12	665	4.7%	7	9	i	13	-0.9	1138
C/C(=N\NC(=O)c1cccnc1)c1ccc(-n2ccnc2)cc1	0.77	-0.19	0.65	-0.66	2.3	1.3	3.5	0.53	1236	-18%	4	690	.	11	0	i	6	-0.9	1020
